High-throughput results from PubChem.
D1 PAM: enhances dopamine response at the human D1 receptor; HEK293 TREx D1 cells, calcium flux, dopamine EC20 potentiation; potentiation, % at 10 µM; AID 504651; 360,000 tested, 0.036% active; P21728; in the data active means potentiation above about 30%; further: 0% is about no effect
Target sequence (P21728 whole entry, looked up): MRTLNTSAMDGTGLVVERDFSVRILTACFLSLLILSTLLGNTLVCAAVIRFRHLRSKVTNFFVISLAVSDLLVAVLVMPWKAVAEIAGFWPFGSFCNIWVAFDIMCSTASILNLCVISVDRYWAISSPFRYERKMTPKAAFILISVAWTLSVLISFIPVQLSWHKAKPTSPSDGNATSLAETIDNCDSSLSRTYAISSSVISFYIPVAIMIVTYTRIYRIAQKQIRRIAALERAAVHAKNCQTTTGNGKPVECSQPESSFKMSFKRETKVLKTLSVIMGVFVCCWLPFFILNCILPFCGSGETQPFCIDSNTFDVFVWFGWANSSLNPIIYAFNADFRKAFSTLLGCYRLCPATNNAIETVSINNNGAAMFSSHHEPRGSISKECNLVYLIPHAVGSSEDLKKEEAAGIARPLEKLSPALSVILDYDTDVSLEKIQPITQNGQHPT
Vif-A3G inh: inhibitors of Vif-APOBEC3G interaction; Q9HC16; HeLa A3G-eYFP + Vif (tagged APOBEC3G with the HIV-1 protein that degrades it), YFP fluorescence, overnight; Potency, µM (top dose mostly 46.1 µM), inactives show at the highest dose activity, negative = active, usual class: inhibitors; 410,000 tested, 0.076% active; AID 602310;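 further: potency means the concentration at half of the fitted maximal effect; on the % scale 0 is the no-effect control and ±100 the full control effect; nearly all actives have a fitted effect of over 60% in size; hits raise eYFP signal because A3G escapes Vif-driven loss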
Target sequence (Q9HC16 whole entry, looked up): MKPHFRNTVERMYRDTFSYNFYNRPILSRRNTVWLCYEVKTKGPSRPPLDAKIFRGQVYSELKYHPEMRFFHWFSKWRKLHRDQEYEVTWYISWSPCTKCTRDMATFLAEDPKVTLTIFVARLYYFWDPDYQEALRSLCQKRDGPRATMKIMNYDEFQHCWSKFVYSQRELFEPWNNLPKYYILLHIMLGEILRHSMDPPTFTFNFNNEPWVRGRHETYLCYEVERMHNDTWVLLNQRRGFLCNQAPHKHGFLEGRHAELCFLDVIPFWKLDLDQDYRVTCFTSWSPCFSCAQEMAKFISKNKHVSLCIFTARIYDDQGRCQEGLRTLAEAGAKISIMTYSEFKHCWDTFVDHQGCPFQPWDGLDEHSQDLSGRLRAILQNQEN
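Read-out is eYFP fluorescence (Ex 488/Em 500-530) from Vif-expressing HeLa A3G-eYFP cells; more signal means A3G escaped Vif-mediated degradation. Cells plated overnight, compound pinned in, incubated overnight at 37 deg C.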
D1 agonist: agonists of human D1 dopamine receptor. P21728. 360,000 tested, 1% active. activation, % at 2 µM. HEK293 T-REx D1 cells, calcium flux, agonist mode; in the data active means activation above about 30%; further: 0% is about no effect
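Agonism was scored from calcium flux recorded over 180 s (1 read/s) after pintool compound addition, following a 10-cycle baseline. Cells were inducible force-coupled HEK293 TREx D1, plated overnight at 30 C and loaded with no-wash calcium dye.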
Vif-A3F inh: blocks the Vif interaction with APOBEC3F; HeLa A3F-eYFP + Vif (tagged APOBEC3F with the HIV-1 protein that degrades it), YFP fluorescence increase; Potency, µM (titrated, usually from 46.1 µM), inactives show top-dose activity, negative = active; 390,000 tested, 0.2% active; AID 602313; further: potency means the concentration at half of the fitted maximal effect; % of control where 0% means no effect; nearly all actives have a fitted effect of over 65% in size
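Fluorescence increase (Ex 488/Em 500-530) after overnight compound treatment at 37 deg C flags inhibition of Vif-driven A3F-eYFP loss in stable HeLa A3F-eYFP/Vif cells seeded overnight beforehand.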
D2 PAM: positive allosteric modulators of human D2 dopamine receptor. potentiation, % at 10 µM. AID 485347. P14416. 340,000 tested, 0.34% active. HEK293 T-REx D2, calcium flux, EC20 dopamine potentiation;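 active means potentiation over 3 SD above the plate norm, cut at about 30% in these data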; further: 0% is about no effect
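Tetracycline-induced HEK293 T-REx cells force-coupled to calcium signalling expressed D2; compounds were pin-added after a 10 s baseline, read kinetically 180 s, then an EC20 dopamine challenge followed with a further 180 s calcium read.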
RXFP1 antag: blocks the human relaxin receptor RXFP1; Q9HBX9; HEK293-RXFP1, relaxin-stimulated cAMP HTRF, 30 min; stronger effect = lower value; activity change, negative = inhibition, % at 57.5 µM; 350,000 tested, 0.59% active; AID 1259400;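 active means activity change of -60% or lower, but not beyond a set lower limit; inconclusive means change between -60% and -40%, or beyond the set limit; inactive means change above -40%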; further: on the % scale 0 is the no-effect control and ±100 the full control effect
RXFP1 agonist: agonists of human relaxin receptor RXFP1. Potency, µM (top dose mostly 57.5 µM), for the others: at the highest dose activation, hits mostly activators. HEK293T-RXFP1 cAMP TR-FRET, 30 min; response scale: percent of porcine relaxin response, buffer zero. 370,000 tested, 0.3% active. AID 2676; further: potency means the concentration at half of the fitted maximal effect; on the % scale 0 is the no-effect control and ±100 the full control effect; nearly all actives have a fitted effect of over 60% in size; many of its hits are not listed in these tables
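cAMP rise read by TR-FRET after 30 min, 37C compound exposure (up to 58 uM) in RXFP1-transfected HEK293 cells with Ro 20174 present. EC50 from Hill-equation fits, with 29 nM porcine relaxin as 100% and buffer as basal.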
Glioma ERSR ind: ER stress response induction in glioma; Potency, µM, for the others: top-dose activation, actives largely listed as activators; U87-MG GRP78 promoter luciferase reporter, 16 h; 420,000 tested, 0.02% active; further: potency means the concentration at half of the fitted maximal effect; series mostly up to about 76 µM; % of control where 0% means no effect; nearly all actives have a fitted effect of over 35% in size
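Stably transfected U87-MG glioma cells carrying a GRP78-based luciferase sensor; 16 h compound incubation. Luminescence end-point read 10 min after Bright-Glo addition at room temperature.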
D1 antagonist: antagonists of human D1 dopamine receptor; AID 504652; P21728; HEK293 TREx D1 cells, calcium flux, dopamine EC80; stronger effect = lower value; activity change, negative = inhibition, % at 10 µM; 360,000 tested, 3.2% active; in the data active means activity change below about -30%; further: on the % scale 0 is the no-effect control and ±100 the full control effect
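Kinetic fluorescence of a calcium dye serves as the read-out. D1-expressing Hek293 Trex cells, induced overnight at 30 C, are exposed to compound for 180 s before an EC80 dopamine addition, then read 180 s further.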
Active calls of the source: *; ? = inconclusive; nt = no result given; & = joins results of further samples. Unless noted, the call rests on the fitted dose curve; in most records, active means well fitted curve in the direction sought with a large enough effect; inconclusive means small, poorly fitted or top-dose-only effect, or another doubt; inactive means no such curve, though single readings can be large; an effect the other way counts as inactive or inconclusive. This is a subset; count on the stated rates, not on these rows.

Every second line gives: D1 PAM | Vif-A3G inh | D1 agonist | Vif-A3F inh | D2 PAM | RXFP1 antag | RXFP1 agonist | Glioma ERSR ind | D1 antagonist
CCc1ccc(N(C(=O)Cc2cccs2)C(C(=O)NC2CCCCC2)c2cn(C)nc2C)cc1 (centres undefined)
    0 | -1% | 4 | -1% | -9 | -3 | 0.1% | 2% | 7
Fc1ccccc1CSc1nnc(-c2ccccc2)o1
    12 | 1% | 4 | 3% | 5 | -7 | 0.3% | 8% | -7
CCOC(O)[C@H]1N[C@@H](c2ccc(Cl)cc2)[C@@H]([N+](=O)[O-])[C@@H]1c1ccccc1 (some centres undefined)
    -10 | -1% | 7 | -11% | 6 | 0 | 1.3% | 5% | -11
Cc1ccc(Nc2nc(N)nc(CSc3nnnn3-c3ccccc3)n2)cc1
    7 | 0% | -1 | 3% | -3 | -5 | 1.3% | -5% | -2
COC(=O)c1cc(NC2c3ccccc3C(=O)N2Cc2ccco2)cc(C(=O)OC)c1 (centres undefined)
    -6 | 2% | 0 | 1% | -3 | 7 | 2.2% | -4% | -1
CCN(CC)CCCn1c(=S)[nH]c2cc(Cl)ccc2c1=O
    -6 | -2% | 3 | -3% | nt | -5 | -0.2% | -3% | 4
CCOC(=O)Cn1c(=O)n(-c2ccccc2OC)c2nc(-c3ccc(C(C)C)cc3)nc(C(N)=O)c21
    0 | 3% | 9 | -1% | -13 | nt | 0.3% | -2% | -9
COc1cccc(C(=O)Nc2cccc(-c3nc4ncccc4o3)c2C)c1
    -3 | -3% | 1 | 7% | -2 | -3 | 0.5% | -2% | 0
CCC(C)[C@H](NC(=O)NCc1ccc(Cl)cc1)C(=O)OC (some centres undefined)
    -3 | -2% | 1 | -19% | -13 | nt | -0.9% | 3% | 4
O=C1CCC(C(=O)N(Cc2ccco2)C2(C(=O)NC3CCCC3)CCCCC2)N1 (centres undefined)
    -10 | -1% | 0 | -28% | -3 | -2 | 0.0% | -6% | 12
CN(C)c1ccc(N=Nc2ccccc2C(=O)OCC(=O)NCC2CCCCC2)cc1
    5 | 7% | 5 | 4% | -3 | 8 | 2.2% | 6% | 13
Cc1ccc(NC(=O)Cn2c(=O)oc3cc(S(=O)(=O)N4CCCC4)ccc32)cc1F
    -5 | -8% | 3 | -6% | 5 | nt | -0.8% | -7% | 13
Fc1ccc(C(c2nnnn2Cc2cccs2)N2CCN(c3ccccc3)CC2)cc1 (centres undefined)
    2 | -5% | 2 | -1% | -4 | -2 | -0.5% | -3% | 2
Cc1ccc(NC(=O)Nc2ccon2)cc1
    -1 | 1% | 3 | 3% | 10 | -1 | 0.5% | ? | 3
C#CCSc1ncc(-c2ccccc2)cn1
    -3 | -11% | 2 | -8% | 1 | -1 | 2.5% | 16% | -3
Cc1ccc([N+](=O)[O-])cc1-c1ccc(/C=C(\C#N)c2[nH]nc(N)c2C#N)o1
    -4 | ? | 0 | -13% | 1 | 1 | 0.4% | -10% | -7
Cn1c2c(c(=O)n(C)c1=O)C1c3cc(Cl)ccc3OCC1CO2 (centres undefined)
    -2 | -5% | 0 | -6% | 20 | -5 | -1.0% | 1% | 7
Cn1c(=O)n(Cc2ccc(F)cc2)c(=O)c2c1nc1n2CCCN1Cc1ccccc1
    0 | -7% | -3 | -1% | 2 | -7 | 0.5% | -3% | 1
COc1ccccc1NC(=O)CSc1nc2ccccc2c(=O)n1C
    41* | -4% | 17 | -5% | -10 | -22 | -1.5% | -8% | -34*
CCn1c(CN2CCCCC2)nc2cc(NC(=O)c3ccc([N+](=O)[O-])cc3)ccc21
    0 | -3% | 1 | -2% | nt | -19 | -2.6% | -5% | -9

The closing 2 records of the section above come first, to join the parts:
Every second line gives: D1 PAM | Vif-A3G inh | D1 agonist | Vif-A3F inh | D2 PAM | RXFP1 antag | RXFP1 agonist | Glioma ERSR ind | D1 antagonist
COc1ccccc1NC(=O)CSc1nc2ccccc2c(=O)n1C
    41* | -4% | 17 | -5% | -10 | -22 | -1.5% | -8% | -34*
CCn1c(CN2CCCCC2)nc2cc(NC(=O)c3ccc([N+](=O)[O-])cc3)ccc21
    0 | -3% | 1 | -2% | nt | -19 | -2.6% | -5% | -9
Cc1nc2c3ccccc3nc(NNC(=O)CCC(=O)NCCC(C)C)n2n1
    2 | 0% | 0 | 13% | 13 | 0 | 1.1% | -4% | -6
Cc1c(C(=O)N2CCN(c3ccccn3)CC2)oc2c1C(=O)CC(C)(C)C2
    -2 | 0% | 2 | -9% | 10 | -17 | -2.7% | -3% | -5
Cc1ccc(C(C(=O)NC2CCCC2)N(C(=O)c2csnn2)C2CCCC2)o1 (centres undefined)
    -3 | 0% | 1 | 2% | 8 | -2 | 0.5% | -2% | 2
O=C(CCS(=O)(=O)c1cc(Br)cc2c1N(C(=O)C1CC1)CC2)Nc1ccc(F)cc1
    -1 | 3% | 6 | 5% | 4 | -6 | -0.3% | -3% | 5
Cc1ccc(S(=O)(=O)N2CCCCC2)cc1NC(=O)c1ccc(Cl)nc1
    -1 | -9% | -1 | 4% | -6 | 8 | 2.1% | -3% | 6
CCN(CC)C(=O)CSc1nc(-c2ccc(C)cc2)nc2c1Cc1c(CO)cnc(C)c1O2
    0 | 4% | 1 | 8% | 1 | -22 | 4.5% | -2% | 3
COc1cc(OC)c(NC(=O)CSCc2nc(-c3ccc(OC)c(OC)c3)no2)cc1Cl
    -1 | 6% | 0 | 3% | 2 | 8 | 1.7% | 0% | 5
OC(CCN1CCCCC1)c1ccc(-c2ccccc2)cc1 (centres undefined)
    2 | -6% | 21 | -14% | 5 | -14 | 1.2% | 1% | 2
COc1cccc(CNC(=O)CCC(=O)N2CCOCC2)c1
    -4 | -1% | 1 | 0% | -4 | -34 | -0.6% | -6% | -14
O=C(CSc1ncccc1C(=O)O)NC1CCCCCCC1
    -1 | 2% | 1 | 0% | 4 | 7 | -2.4% | -4% | 2
CC1CCC(NC(=O)CSc2ccc(S(=O)(=O)N(C)C)cn2)CC1 (centres undefined)
    10 | -2% | 1 | 4% | 11 | -1 | 13% | -7% | -19
CSCCC(NS(=O)(=O)c1ccc(C)cc1)C(=O)N(C)CC(=O)Nc1ccccc1Br (centres undefined)
    nt | -3% | nt | 5% | nt | 0 | nt | -4% | nt
COc1ccccc1-n1nnnc1SCC(=O)Nc1ccccc1
    -2 | -4% | 6 | 2% | -4 | 4 | -2.3% | -3% | 2
Cc1cc2c(cc1S(=O)(=O)NCc1ccc(F)cc1)OCCN2C
    -1 | 6% | 0 | 0% | 0 | 5 | -3.3% | -1% | -3
O=C(NNC(=O)c1ccncc1)Nc1cccc(C(F)(F)F)c1
    -8 | -1% | 0 | 1% | -3 | -3 | 0.1% | -4% | -1
COc1ccc(CNCc2c(C(=O)N(C)C)nc3ccc(Cl)cn23)c(OC)c1
    0 | -2% | 2 | -1% | -4 | 2 | -0.4% | -2% | 2
CC(C)c1ccc(NC(=O)Cc2cn(C)c3ccccc23)cc1
    -4 | 0% | 2 | -10% | -8 | -24 | -0.7% | 3% | -25
CC(C)(C)C1CCC(=NNC(=S)NCc2ccccc2)CC1 (centres undefined)
    1 | 0% | -5 | ? | 6 | 1 | 3.6% | 1% | 21
CCOc1ccccc1NC(=O)CSc1nnc(CNC(=O)c2c(F)cccc2Cl)o1
    4 | 2% | 0 | 1% | 15 | -7 | 0.2% | -2% | 15
Cc1cc(C)nc(/N=C(\N)Nc2ccc(-c3ccccc3)cc2)n1
    -2 | -7% | 34* | 5% | 5 | -16 | 0.0% | -10% | 0
CC(=O)NC1C(OCc2ccccc2)OC(CO)C(OC(C)=O)C1OC(C)=O (centres undefined)
    -3 | -3% | 2 | 4% | 21 | 22 | -2.1% | 0% | 11
Cc1ccc(NC(=O)CSc2nc3ccccc3c(=O)n2CCCN2CCCCC2)cc1C
    -4 | 0% | 9 | -5% | -11 | -11 | 2.2% | -2% | 37
Cc1cccc(C(=O)NNC(=O)c2ccc(S(=O)(=O)N3CCOCC3)cc2)c1
    -6 | 1% | 1 | -6% | -3 | -14 | 0.3% | -4% | 1
CC1CCCCC1NC(=O)C1CCC(CNS(=O)(=O)c2cccc3cccnc23)CC1 (centres undefined)
    17 | 3% | 1 | 8% | 4 | 4 | 3.5% | -6% | -37*
CCCN(CCC)C(=O)c1ccc2c(c1)N(Cc1ccccc1)C(=O)CS2=O (centres undefined)
    -1 | 0% | 2 | -7% | 0 | -6 | 0.6% | -1% | -16
Cc1ccc(Cl)c(Cn2cnc3c(cnn3C(C)(C)C)c2=O)c1F
    -1 | -4%&1% | 10 | 0% | -4 | nt | 1.0% | 16%&0% | -22
O=C(O)/C(=C/c1cccnc1)NC(=O)c1ccccc1
    -9 | 2% | 1 | 2% | 8 | -14 | 2.3% | -1% | 1
CS(=O)(=O)c1ccc(NC(=O)C2CC(=O)N(c3ccc4c(c3)OCCO4)C2)cc1 (centres undefined)
    -1 | 2% | 1 | 8% | -11 | 5 | 1.6% | -3% | 0
COc1cc2c(cc1OC)C(=O)N1[C@H]3c4ccccc4OC[C@@H]3[C@H](c3ccccc3)[C@]1(C)C(=O)N2
    -6 | 0% | 4 | -1% | -4 | nt | 2.3% | -4% | 0
Cc1cc(-c2onc3ccc(Cl)cc23)ccc1O
    0 | 1% | 19 | ? | 0 | -7 | -0.6% | -3% | -1
CC(C)=C[C@@H]1C[C@H](C)[C@H]2CC[C@H](C)c3c(O)c(O)c(C)c1c32
    1 | -1% | 0 | -21% | -11 | nt | -1.1% | 6% | nt
Cc1ccc(-n2c(C)cc3c2CCCC3=O)cc1
    -2 | -4% | 2 | 1% | -11 | -11 | 0.1% | 0% | -7
CCOc1cc(C(=O)N(CC)CC(=O)Nc2ccc3c(c2)OCCO3)ccc1OC
    1 | -8% | 0 | ? | -8 | 5 | -2.7% | 1% | 22
Cc1ccsc1CN(C)C(=O)c1cc(S(=O)(=O)N2CCOCC2)ccc1N1CCCC1
    nt | -6% | -1 | -9% | 2 | 1 | -0.2% | -4% | 2
